Screening results: PubChem, The Scripps Research Institute Molecular Screening Center
phage Ecoli inh: E. coli growth loss with phage present; 360,000 tested, 0.26% active; inhibition, % at 11.9 µM; growth absorbance; AID 651602; in the data active means inhibition above about 11%
An asterisk follows results filed as active. These rows are one share of the data, so the mix of outcomes need not match the whole.

What do the screens show for `O=C(NC1CC1)c1ccc2nc([C@H]3C[C@H](O)[C@@H](CO)O3)[nH]c2c1`?
phage Ecoli inh: 1.8

What do the screens show for `O=c1c(-c2cccs2)nc2ccccc2n1C(CCc1ccccc1)c1nc2ccccc2[nH]1` (centres undefined)?
phage Ecoli inh: 0.0

Results for COc1cccc(S(=O)(=O)Nc2ccc3c(c2)[C@@H]2C[C@@H](CC(=O)NCc4ccc(Cl)cc4)O[C@@H](CO)[C@@H]2O3)c1 ?
phage Ecoli inh: 1.3

What do the screens show for `CN1CC[C@@H]2CN(S(=O)(=O)c3ccccc3)[C@H](c3ccccc3Br)C[C@@H]21`?
phage Ecoli inh: 3.2

Results for COc1cccc(CNc2nc3cc(-c4ccccc4CO)sc3c(=O)n2C)c1 ?
phage Ecoli inh: 3.6

How did COc1ccc(C(=O)N2CCC2(C)C(=O)O)cc1F (centres undefined) do in these assays?
phage Ecoli inh: 1.1

Results for O=C(NC1CCCCC1)C(c1ccncc1)n1c(=O)c(-c2ccccc2)nc2ccccc21 (centres undefined) ?
phage Ecoli inh: 0.0

Results for CCCCOc1ccc(S(=O)(=O)NC(=O)C2(C)CCN2C(=O)Cc2ccccc2Cl)cc1 (centres undefined) ?
phage Ecoli inh: -1.3

How did COc1ccc(C)cc1-n1nnnc1SCc1nc(N)nc(N(C)C)n1 do in these assays?
phage Ecoli inh: 1.2

What do the screens show for `CCOC(=O)[C@]12CCCC=C1N(CCC1=CCCCC1)C(=O)[C@H](CC(=O)NCC13CC4CC(CC(C4)C1)C3)C2`?
phage Ecoli inh: 4.7

Gathered by group, the compounds so far with nitrogen in an aromatic ring
What do the screens show for `O=C(NC1CC1)c1ccc2nc([C@H]3C[C@H](O)[C@@H](CO)O3)[nH]c2c1`?
phage Ecoli inh: 1.8

What do the screens show for `O=c1c(-c2cccs2)nc2ccccc2n1C(CCc1ccccc1)c1nc2ccccc2[nH]1` (centres undefined)?
phage Ecoli inh: 0.0

Results for COc1cccc(CNc2nc3cc(-c4ccccc4CO)sc3c(=O)n2C)c1 ?
phage Ecoli inh: 3.6

Results for O=C(NC1CCCCC1)C(c1ccncc1)n1c(=O)c(-c2ccccc2)nc2ccccc21 (centres undefined) ?
phage Ecoli inh: 0.0

How did COc1ccc(C)cc1-n1nnnc1SCc1nc(N)nc(N(C)C)n1 do in these assays?
phage Ecoli inh: 1.2

Other records:
How did COCCNC(=O)C1CCCN(C(=O)c2cc(C)n(C(C)(C)C)n2)CC1 (centres undefined) do in these assays?
phage Ecoli inh: -0.2

Results for CC(=O)Nc1ccc(NC(=O)c2csc([C@@H]3O[C@H](CO)[C@H](O)[C@H](O)[C@H]3O)n2)cc1 ?
phage Ecoli inh: 1.1

What do the screens show for `CC(C)C(N)c1csc(NC(=O)Nc2cccc(C(F)(F)F)c2)n1` (centres undefined)?
phage Ecoli inh: 7.3

What do the screens show for `O=C(N[C@H](C(=O)N1CCC[C@H]1C(=O)NCc1ccccc1)c1ccccc1)C1CCCC1`?
phage Ecoli inh: 1.9

What do the screens show for `Cc1nc(C(F)(F)F)ccc1C(=O)N1CCC1(C)C(=O)NS(=O)(=O)c1cccc(Cl)c1` (centres undefined)?
phage Ecoli inh: 1.9

How did COc1ccccc1CNC(=O)C1CCN(Cc2nc(-c3ccc(Cl)cc3)oc2C)CC1 do in these assays?
phage Ecoli inh: 1.0

How did COC(=O)[C@]12C[C@H](CC(=O)N3CCC(c4ccccc4)CC3)C(=O)N(CCC3=CCCCC3)C1=C[C@H](C(C)(C)C)O[C@@H]2C do in these assays?
phage Ecoli inh: 0.1

How did CC1(C(=O)NCc2ccccc2)CSCC(=O)N1CCOc1ccccc1 (centres undefined) do in these assays?
phage Ecoli inh: 0.2

Results for CN1OC[C@@H]2CN(C(=S)NCCc3ccccc3)[C@H](c3ccccc3Br)C[C@@H]21 ?
phage Ecoli inh: 2.0

What do the screens show for `CC(C)NC(=O)Nc1nnc([C@@H]2C[C@H](O)[C@@H](CO)O2)s1`?
phage Ecoli inh: 6.5

What do the screens show for `CC(C)N1CCC1(C)C(=O)Nc1ccc2cn[nH]c2c1` (centres undefined)?
phage Ecoli inh: 3.8

How did CC(=O)Nc1cccc(-c2ccnc3c2CC(C)(C(=O)NCc2cccs2)O3)c1 (centres undefined) do in these assays?
phage Ecoli inh: -2.4

Results for COc1cc(OC)nc(Nc2nc(C(N)Cc3ccc(Cl)cc3)cs2)n1 (centres undefined) ?
phage Ecoli inh: -1.0

Results for O=C(CC[C@H]1O[C@@H](n2ccc(=O)[nH]c2=O)[C@H](O)[C@@H]1O)NCC1CCCO1 (some centres undefined) ?
phage Ecoli inh: 2.7

What do the screens show for `COc1cc(Nc2cccc(-c3ccccc3)n2)cc(OC)c1OC`?
phage Ecoli inh: 2.6

How did N#Cc1ccc(OCc2c(-c3ccccc3)nnn2CC(=O)O)cc1 do in these assays?
phage Ecoli inh: 1.6

Results for C[C@@H]1CN([C@@H](C)CO)C(=O)CCCn2cc(nn2)CO[C@H]1CN(C)C(=O)CCC(F)(F)F ?
phage Ecoli inh: 2.2

Results for COc1ccc(NC(=O)c2cc(-c3cc(F)ccc3OC(C)C)n[nH]2)c(C)c1 ?
phage Ecoli inh: 3.2

Results for CCOC(=O)C1=C(C(=O)OCC)C2N(Cc3ccc(Br)cc3)c3ccccc3[C@@]23C[C@@H](C(=O)OC)N(S(=O)(=O)c2ccc(Br)cc2)C3=N1 (some centres undefined) ?
phage Ecoli inh: 0.1

Results for O=C(C(=O)N1CCC(CNS(=O)(=O)c2ccc3ccccc3c2)CC1)c1cc2ccccc2o1 ?
phage Ecoli inh: 4.0

Of the compounds above, three have a CF3 group:
What do the screens show for `CC(C)C(N)c1csc(NC(=O)Nc2cccc(C(F)(F)F)c2)n1` (centres undefined)?
phage Ecoli inh: 7.3

What do the screens show for `Cc1nc(C(F)(F)F)ccc1C(=O)N1CCC1(C)C(=O)NS(=O)(=O)c1cccc(Cl)c1` (centres undefined)?
phage Ecoli inh: 1.9

Results for C[C@@H]1CN([C@@H](C)CO)C(=O)CCCn2cc(nn2)CO[C@H]1CN(C)C(=O)CCC(F)(F)F ?
phage Ecoli inh: 2.2

(more compounds)
Results for O=C(Nc1ccccc1Cl)c1cc(C2CCCN(S(=O)(=O)c3cccs3)C2)on1 (centres undefined) ?
phage Ecoli inh: 3.0

How did CN(Cc1ccccc1)C(=O)[C@@H]1CCCN1C(=O)[C@@H]1CCCN1C(=O)c1ccccc1 do in these assays?
phage Ecoli inh: -0.2

How did O=C(Nc1ccccc1Cl)c1cc(C2CCCCN2S(=O)(=O)c2ccc(F)cc2F)on1 (centres undefined) do in these assays?
phage Ecoli inh: 2.4

Results for O=S1(=O)CC(N2CCN(CCO)CC2)CN1Cc1ccc(F)cc1 (centres undefined) ?
phage Ecoli inh: 1.5

Results for COc1ccccc1-c1ccc([C@@H]2C[C@H]3[C@H](CON3C)CN2CC2CCCCC2)cc1 ?
phage Ecoli inh: 0.3

What do the screens show for `COc1cc(Cl)c(CNC[C@H]2O[C@@H](n3cnc4c(=O)[nH]c(N)nc43)[C@H](O)[C@@H]2O)c(Cl)c1O`?
phage Ecoli inh: 2.3

How did Cc1cc2nc(C(C)(C)C)c(Cc3ccccc3C(F)(F)F)n2c(C)c1Br do in these assays?
phage Ecoli inh: 5.1

What do the screens show for `O=C1c2ccccc2C2Cc3nnccc3CN12` (centres undefined)?
phage Ecoli inh: -0.3

What do the screens show for `O=C(C[C@@H]1C=C[C@@H](NC(=O)c2cccnc2)[C@@H](CO)O1)NCc1ccncn1`?
phage Ecoli inh: 1.3

How did Cc1ccc(S(=O)(=O)N2CCC(=O)N([C@H](COCc3ccc(Cl)cc3)Cc3ccccc3)CC2)cc1 do in these assays?
phage Ecoli inh: 3.2

Results for Cc1cc(-c2ccc(F)cc2)n2ncc(-c3ccccc3)c2n1 ?
phage Ecoli inh: 2.3

Results for COC(=O)[C@@]12C[C@@H](CC(=O)NCC34CC5CC(CC(C5)C3)C4)C(=O)N(Cc3cccc4ccccc34)C1=CCC(C)(C)C2 ?
phage Ecoli inh: -0.1

Results for COCCN1C(=O)[C@H]2C[C@@]13O[C@H](C1CCCCC1)N=C3CC1c3ccccc3C[C@@]12C (some centres undefined) ?
phage Ecoli inh: 1.6

What do the screens show for `Cc1cccc(-c2ccc(O)cc2CN2CCN(c3ncc(Cc4ccccc4)cn3)CC2)c1`?
phage Ecoli inh: -0.8

Results for CCc1nc2ccc(C(=O)Nc3cccc(OCC(=O)N(C)C)c3)cn2c1N(C)Cc1cc2ccccc2s1 ?
phage Ecoli inh: 2.5

Results for CC(C)CCC[C@](C)(O)c1ccc(C(=O)O)cc1O ?
phage Ecoli inh: 2.0

What do the screens show for `CCNC(=O)C1(C)CCCN(C(=O)c2ccc(F)c(C)c2)C1` (centres undefined)?
phage Ecoli inh: 2.2

How did CC(=O)c1sc(Nc2ccc3c(c2)OCO3)nc1C do in these assays?
phage Ecoli inh: 2.8

How did CCc1nc2c(OCC(N)=O)cccn2c1N(C)C(=O)c1ccc(OC)cc1 do in these assays?
phage Ecoli inh: 3.9

How did Nc1ccc(C=Cc2ccc(N)cc2)cc1 do in these assays?
phage Ecoli inh: 2.6

What do the screens show for `CCc1nc2ccc(C(=O)Nc3cc(-c4ccccc4)ccc3OC)cn2c1N(C)Cc1ccc(OC)cc1`?
phage Ecoli inh: 2.7

How did O=C(c1[nH]c(C(F)(F)F)nc1-c1ccccc1)N1CCN(c2ncccc2C(F)(F)F)CC1 do in these assays?
phage Ecoli inh: 2.1

What do the screens show for `CCCC/C=C/c1cccc2nncn12`?
phage Ecoli inh: 2.3

How did COCCCN1C(=O)C(CC(=O)NC2CCCC2)CC(C(=O)N(C(C)C)C(C)C)=C1C (centres undefined) do in these assays?
phage Ecoli inh: 2.4

How did COc1ccc(Cc2c(-c3ccccc3)nc3ccc(Cl)cn23)c(C)c1 do in these assays?
phage Ecoli inh: 2.9

How did O=C1OC(C(Cl)(Cl)Cl)Nc2ccccc21 (centres undefined) do in these assays?
phage Ecoli inh: 0.1

How did CN1CCN(C(=O)C[C@@H]2C=C[C@H](NS(=O)(=O)c3cccc(F)c3)[C@@H](CO)O2)CC1 do in these assays?
phage Ecoli inh: 3.5

What do the screens show for `O=S(=O)(NCC[C@@H]1CC[C@H](NS(=O)(=O)c2cccc(F)c2)[C@@H](CO)O1)c1cccc(F)c1`?
phage Ecoli inh: 0.8

How did COc1cc(CN2C[C@@H](CO)O[C@@H](n3cnc4c(N5CCOCC5)ncnc43)C2)cc(OC)c1OC do in these assays?
phage Ecoli inh: 2.1

Results for Cc1cc(C)cc(-n2c3ccc(NC(=S)NC4CCCCC4)cc3c(=O)n2C)c1 ?
phage Ecoli inh: 1.0

Results for O=C(c1cc(C2CCCCN2S(=O)(=O)Cc2ccccc2)on1)N1CCOCC1 (centres undefined) ?
phage Ecoli inh: 3.5

Results for COc1ccc(NC(=O)c2sc(=O)n(Cc3cccc(C(F)(F)F)c3)c2C)cc1OC ?
phage Ecoli inh: 3.0

Results for CCNC(=O)C1(C)CCCN1C(=O)c1ccc(N(C)C)cc1 (centres undefined) ?
phage Ecoli inh: -0.5

What do the screens show for `COCCNC(=O)C1CCCN(C(=O)c2oc3ccccc3c2C)CC1` (centres undefined)?
phage Ecoli inh: 4.1

Results for Cc1ccccc1-c1csc(C(O)c2ccccc2)n1 (centres undefined) ?
phage Ecoli inh: 0.8

What do the screens show for `O=c1cc(CN2CCN(c3ccc(Cl)c(Cl)c3)CC2)c2c(ccc3ccccc32)o1`?
phage Ecoli inh: 1.5

What do the screens show for `CCOC1=C2CN(S(=O)(=O)c3ccc(C)cc3)[C@@H](c3cccc4ccccc34)C[C@H]2[C@H]2C(=O)N(c3ccccc3)C(=O)[C@H]2C1`?
phage Ecoli inh: -1.6

How did O=c1[nH]c(=S)[nH]c2c1[C@H](C1CC1)O[C@H](CCc1ccccc1)C2 do in these assays?
phage Ecoli inh: 4.9

Results for Cc1ccc(CN2C(=O)c3ccccc3C2c2nnnn2C(C)C)cc1 (centres undefined) ?
phage Ecoli inh: 0.0

What do the screens show for `COc1ccc(-c2cccc(N3CCN(c4ccccn4)CC3)n2)cc1OC`?
phage Ecoli inh: 6.5

Results for O=S1(=O)C[C@@H](N2CCN(CC3CC3)CC2)[C@H](COCc2ccccc2)N1 ?
phage Ecoli inh: 3.9

Results for CCOC(=O)N[C@H](C(=O)N1CCC[C@H]1C(=O)NCCc1ccccc1Cl)c1ccccc1 ?
phage Ecoli inh: -3.0

What do the screens show for `COc1ccc2c(c1)C(CC(C)=O)N(c1ccc(-c3cccs3)cc1)C(c1ccsc1)=C2` (centres undefined)?
phage Ecoli inh: 3.4

How did CC(NC(=O)c1c(N)[nH]c(C(=O)c2ccccc2)c1-c1ccccc1Br)c1cccc2ccccc12 (centres undefined) do in these assays?
phage Ecoli inh: 3.7

What do the screens show for `CN(C)C(=O)c1cccc(-c2cnc3cccnn23)c1`?
phage Ecoli inh: 2.1

Results for CCOC(=O)C1(C)CCCN1C(=O)c1sccc1C (centres undefined) ?
phage Ecoli inh: -1.7

Results for Cn1c(=O)c2c(-c3ccccc3)n(-c3cccc(O)c3)cc2n(C)c1=O ?
phage Ecoli inh: 1.5

How did COC(=O)C[C@@H]1C=C[C@@H](NC(C)=O)[C@@H](CO)O1 do in these assays?
phage Ecoli inh: 0.5

How did OCCNc1ncnc2c1ncn2[C@H]1CN(Cc2ccco2)C[C@@H](CO)O1 do in these assays?
phage Ecoli inh: 3.4

Results for COc1cc(CN2C[C@@H](CO)O[C@@H](n3cnc4c(NCc5ccc(F)cc5)ncnc43)C2)cc(OC)c1OC ?
phage Ecoli inh: 2.3

How did CCCCCCN1CCN(C2CN(CCc3ccccc3)S(=O)(=O)C2)CC1 (centres undefined) do in these assays?
phage Ecoli inh: 4.3

What do the screens show for `O=S1(=O)N[C@H](Cc2ccccc2)COc2cccc(N3CCC[C@H]3CO)c21`?
phage Ecoli inh: -1.7

What do the screens show for `O=C(Nc1cc(C(F)(F)F)cc(C(F)(F)F)c1)O[C@@H]1c2ccccc2[C@@H]2Cc3csc[n+]3[C@H]12`?
phage Ecoli inh: 6.2

What do the screens show for `CC(=O)c1cc2cccc(OC3(C)CCN(Cc4ccc5ccccc5c4)C3)c2o1` (centres undefined)?
phage Ecoli inh: 3.4

What do the screens show for `CC(=O)Nc1ccc(-c2ccnc3c2CC(C(=O)Nc2ccccc2)O3)cc1` (centres undefined)?
phage Ecoli inh: 2.2
